Source: PubChem BioAssay (several laboratories)
HUVEC inhibit: blocks proliferation of human endothelial cells | HUVEC proliferation, CellTiter-Glo luminescence, 72 h; active compounds read low | viability, % at 10 µM (by protocol) | hit rate 1.1% among 86,000 | AID 648;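 active means viability at or below 30%; inactive means viability above 30%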;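 further: 100% = median luminescence of DMSO-only cell control wells on each plate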
S1P2 agonist: agonists of human S1P2 receptor. S1P2-expressing cell line, agonist reporter read-out. O95136. AID 729. activation, % at 4.5 µM. hit rate 0.46% among 97,000; in the data active means activation above about 16%;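 further: 0% = vehicle low control and 100% = maximal reference agonist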
Target sequence (O95136 whole entry, looked up): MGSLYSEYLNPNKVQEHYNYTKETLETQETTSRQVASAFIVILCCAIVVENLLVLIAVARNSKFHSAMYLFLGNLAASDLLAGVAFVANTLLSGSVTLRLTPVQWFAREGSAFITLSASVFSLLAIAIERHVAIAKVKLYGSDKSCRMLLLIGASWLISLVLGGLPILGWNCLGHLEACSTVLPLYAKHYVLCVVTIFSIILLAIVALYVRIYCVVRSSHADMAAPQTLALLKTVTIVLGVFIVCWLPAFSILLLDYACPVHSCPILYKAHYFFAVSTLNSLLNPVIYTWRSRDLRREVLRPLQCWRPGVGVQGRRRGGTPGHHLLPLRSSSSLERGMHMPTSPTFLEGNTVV
PostGolgi yeast: growth inhibition of a yeast mutant, post-Golgi transport screen. inhibition, % at 10 µM. hit rate 0.9% among 98,000. post-Golgi transport phenotypic cell assay;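 further: yeast cells grown in 1536-well plates; yeast grown about 18 h at 30C before absorbance read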
DAT uptake mod: human DAT dopamine uptake with cocaine, either direction; AID 449768; Q01959; hit rate 1.3% among 110,000; LLC-PK1 hDAT cells, [14C]-dopamine uptake with cocaine IC80; actives deviate in either direction; B-score at 10 µM;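 active means Z score or B-score, a plate-position-corrected score, falls beyond the plate's 99.7% confidence bounds, in either direction; inactive means both scores lie inside the 99.7% bounds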;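 further: scored against the spread of the other compound wells on the same plate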
Target sequence (Q01959 whole entry, looked up): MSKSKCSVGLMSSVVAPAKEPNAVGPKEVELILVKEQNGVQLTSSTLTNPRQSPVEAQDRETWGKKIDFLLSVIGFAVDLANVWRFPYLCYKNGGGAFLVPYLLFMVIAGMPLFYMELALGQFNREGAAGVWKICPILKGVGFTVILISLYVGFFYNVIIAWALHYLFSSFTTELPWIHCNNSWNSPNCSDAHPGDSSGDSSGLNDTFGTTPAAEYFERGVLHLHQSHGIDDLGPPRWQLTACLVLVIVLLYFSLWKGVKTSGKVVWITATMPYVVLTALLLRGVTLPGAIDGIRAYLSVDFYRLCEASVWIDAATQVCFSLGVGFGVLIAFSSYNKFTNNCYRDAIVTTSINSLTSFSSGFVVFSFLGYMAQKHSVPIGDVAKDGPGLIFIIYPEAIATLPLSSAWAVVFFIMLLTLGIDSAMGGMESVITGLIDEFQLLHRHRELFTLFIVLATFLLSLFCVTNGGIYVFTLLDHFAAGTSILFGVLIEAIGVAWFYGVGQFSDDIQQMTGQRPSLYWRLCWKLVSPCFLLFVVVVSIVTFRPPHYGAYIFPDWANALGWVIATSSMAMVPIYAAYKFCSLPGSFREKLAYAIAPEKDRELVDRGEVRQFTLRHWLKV
Ecoli WT expand: growth inhibitors of E. coli BW25113 wild type; AID 710; hit rate 0.15% among 98,000; OD600 absorbance; growth inhibition, % at 100 µM;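 active means growth inhibition above about 50% at one test dose, limit read from the data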;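 further: growth measured after 20 h incubation at 37 °C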
Fibroblast inh: blocks proliferation of human lung fibroblasts | LL 47 human lung fibroblast viability, ATP luminescence; active compounds read low | viability, % at 10 µM | hit rate 1.1% among 85,000;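 active means viability at or below 50% in the single dose screen; inactive means viability above 50%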;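 further: compound exposure lasted 72 h before the ATP readout; 100% = median luminescence of untreated cell-only wells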
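Signal: luminescent ATP detection, CellTiter-Glo; assay system: LL 47 human lung fibroblasts; input: 1,150 cells/well; incubation: overnight cell rest, 72 h compound treatment at 37 °C; measure: % viability versus median cells-only luminescence; medium: IMEM growth medium with 15% fetal bovine serum; dosing: compound addition at 0.1% DMSO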
PostGolgi ctrl: yeast control strain growth, post-Golgi counter-screen; efflux-deficient yeast background strain, growth absorbance A615, 16 h; inhibition, % at 10 µM; hit rate 5% among 98,000
S1P2 blocker: antagonists of human S1P2 receptor. O95136. cell-based S1P2 antagonist assay, inhibition at 5 uM. inhibition, % at 5 µM. hit rate 0.21% among 97,000. AID 736; in the data active means inhibition above about 45%;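 further: CRE beta-lactamase reporter cells expressing human S1P2 stimulated with S1P; 0% = agonist at EC80 alone and 100% = agonist plus reference antagonist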
H69AR growth 86K: growth inhibitors of human H69AR lung tumor cells | H69AR lung tumor viability, ATP luminescence, 72 h; active compounds read low | viability, % at 10 µM | hit rate 6% among 85,000;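 active means viability at or below 40%; inactive means viability above 40%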;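 further: multidrug resistant small cell line overexpressing MRP-1 efflux transporter; 100% = mean luminescence of untreated control wells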
The depositor's hits bear a star; / = not tested or not shown. Unless noted, no stated cut-off is given here; in the data, active means inhibition above about 30%; inactive means the rest.

Order of results: HUVEC inhibit, S1P2 agonist, PostGolgi yeast, DAT uptake mod, Ecoli WT expand, Fibroblast inh, PostGolgi ctrl, S1P2 blocker, H69AR growth 86K
#1 CCCCCC(=O)Nc1nc(C)c(-c2csc(Nc3cc(OC)ccc3OC)n2)s1
 : /, -9, 1, 1.1, -4, /, 4, -10, /
#2 O=C(CS(=O)(=O)Cc1ccccc1)N1CCN(C(=O)c2ccco2)CC1
 : 95, -2, 14, 0.43, 5, 101, 2, 7, 83
#3 O=C(COc1cccc(C(F)(F)F)c1)Nc1ccc(S(=O)(=O)N2CCCC2)cc1
 : 95, -4, -10, -0.86, -7, 96, 8, 16, 89
#4 O=C1CCN(C(=O)Nc2cccc(Cl)c2)N1
 : /, -8, -5, -1.3, -5, /, 4, 0, /
#5 CC(C)CCN1C(=O)CCC1(C)C(=O)NC1CCCCCCC1 (configuration not stated)
 : 88, -1, 3, 1.3, 5, 89, 5, -34, 84
#6 Cc1ccc(NC(=O)c2ccc(N3C(=O)C4CC=C(Cl)CC4C3=O)cc2)cc1 (configuration not stated)
 : 61, -1, 1, -0.014, 1, 97, 8, 6, 77
#7 Cc1nnc(SCCc2ccccc2)[nH]c1=O
 : 101, -4, 5, 0.045, 1, 99, 5, 9, 87
#8 CCOC(=O)CNC(c1ccccc1)c1cc(Br)ccc1NC(=O)OCC (configuration not stated)
 : /, 0, 3, 0.11, -14, /, 14, 0, /
#9 Cc1ccc(-c2nc3ccccn3c2NC(=O)c2ccco2)cc1
 : 83, -5, /, -0.049, /, 103, /, 10, 107
#10 CCOC(=O)c1cnc(SC2CC(=O)N(c3cccc(OC)c3)C2=O)nc1N (configuration not stated)
 : /, -9, 1, 1.3, -3, /, 3, -9, /
#11 O=C(NC1CCS(=O)(=O)C1)c1cnccn1 (configuration not stated)
 : 111, 0, 12, -0.0029, -6, 106, 2, 9, 106
#12 CCN(CC)C(=S)SCC(=O)Nc1ccc(F)cc1
 : /, -4, -1, -1.3, 22, /, 9, 11, /
#13 N#C/C=C\Oc1ccc(Cl)cc1N
 : /, -8, 0, /, 7, /, 9, 10, /
#14 c1coc(-c2nc3c4c5c(sc4ncn3n2)CCCC5)c1
 : 95, -6, -12, -0.84, -6, 99, 15, -9, 57
#15 CSc1ccccc1NC(=O)CN(c1cc(C)cc(C)c1)S(C)(=O)=O
 : 96, -7, 10, 1.1, -4, 100, 4, -19, 85
#16 CCOC(=O)N1CCN(C(=O)C(NC(=O)C2CCC(C)CC2)C(C)C)CC1 (configuration not stated)
 : 101, -2, 0, 1.1, 3, 113, -6, 13, 96
#17 O=C(Nc1ccc2nc(-c3ccccc3)[nH]c2c1)c1cccs1
 : 60, 2, 14, -1, -10, 86, -10, -24, 40
#18 CCOC(=O)C(NC(C)=O)C(=O)O (configuration not stated)
 : 92, 0, -1, -0.43, -2, 93, 2, 4, 97
#19 CN(C)c1cccc(C(=O)n2cc(C(=O)c3cc(F)ccc3O)cn2)c1
 : 75, -6, 5, -0.01, 15, /, 8, 2, 85
#20 O=S(=O)(c1ccc(Cl)cc1)N1CCN(Cc2c[nH]c3ccccc23)CC1
 : 92, -1, 3, 1.7, -5, 98, 5, -8, 85
#21 CCOC(=O)c1sc(C)c2c(=O)n(CCc3ccccc3)nnc12
 : /, -1, 13, -0.52, 6, /, 4, -4, /
#22 O=C(OCC(=O)N1CCc2ccccc21)c1ccccc1
 : 95, -1, 0, 0.48, -1, 95, 2, -6, 101
#23 CCOC(=O)CCc1c(C)nc2cc(-c3ccccc3OC)[nH]n2c1=O
 : 90, /, 1, 0.61, -1, 102, -1, /, 83
#24 OCCCc1nc2ccccc2n1CCOc1ccccc1
 : 94, -7, -11, -0.9, 2, 94, -2, 15, 92
#25 Cc1cccc(C(=O)NNC(=O)c2ccc(Cl)cc2)c1O
 : /, -5, 3, -0.59, -7, /, 10, -2, /
#26 O=[N+]([O-])c1ccc(N2CCC(=NOCc3ccc(Cl)cc3)CC2)cc1
 : /, -4, 19, -0.2, -14, /, 9, 23, /
#27 CCOc1ccc(Cn2nnc(C(=O)Nc3cc(C)cc(C)c3)c2N)cc1
 : 81, -4, -7, -0.99, -3, 93, 5, 8, 97
#28 CC(C)C(NC(=O)C1CCC(C(C)(C)C)CC1)C(=O)NCc1cccnc1 (configuration not stated)
 : 94, -2, 1, 0.091, 1, 102, -2, 0, 97
#29 Cc1[nH]n(-c2ccccc2)c(=O)c1CCOC(=O)c1cccc(C(F)(F)F)c1
 : /, -4, -3, -0.0071, 6, /, 10, 12, /
#30 Cn1c(=O)n(Cc2ccc(F)cc2)c(=O)c2c1nc1n2CCCN1C1CCCCC1
 : 96, -7, -5, 0.05, -19, 51, 17, -13, 79
#31 CCOc1cc(NC(=S)Nc2cccc(C)c2)c(OCC)cc1NC(=O)CC(C)C
 : /, -6, -4, 2, -12, /, -4, 8, /
#32 O=C1C2CCCN2C(c2ccc(F)cc2)N1c1ccc(Cl)cc1 (configuration not stated)
 : 90, 0, -7, 1, 5, 88, 11, -2, 97
#33 O=C(Nc1ccc2nsnc2c1)N1CCCCC1
 : 99, -2, 17, 0.55, 2, 110, 1, 16, 94
#34 CCOC(=O)C1CCCN(c2nc3ccccc3nc2C(C#N)C(=O)OCC)C1 (configuration not stated)
 : 73, /, 4, -0.035, -3, 79, 21, /, 56
#35 CC1C(=O)C(C)C(c2ccc3c(c2)OCO3)NC1c1ccc2c(c1)OCO2 (configuration not stated)
 : 93, -6, 4, -0.0017, -8, 96, 35*, 13, 91
#36 COc1cc(OC)cc(-c2nc3nc(C)c(CCC(=O)NCc4ccco4)c(C)n3n2)c1
 : 79, -7, 0, -0.98, -4, 101, 2, -1, 63
#37 Cc1ccc(C2CC(c3cccc(Cl)c3)n3nc(N)nc3N2)cc1 (configuration not stated)
 : 101, /, 8, -1.4, 4, 92, 0, /, 79
#38 CC1CCN(C(c2ccccc2)c2nnnn2C(C)(C)C)CC1 (configuration not stated)
 : 108, /, -2, -0.42, -1, 102, 8, /, 96
#39 COC(=O)CSc1nc(-c2ccccc2)nc2ccc(F)cc12
 : /, -2, 3, 0.11, -13, /, 2, -18, /
#40 CCCCc1cc(=O)oc2c(CN3CCCC3)c(O)c(Cl)cc12
 : 104, 4, -4, 0.85, 6, 94, 8, 3, 83
#41 c1ccc(-n2c(-c3ccncc3)nnc2-c2cccs2)cc1
 : 90, -3, -4, -1.3, -3, 96, -1, 11, 96
#42 CCCCC(=O)Nc1ccc(C(=O)NNC(=O)CCc2ccccc2)cc1
 : /, -6, -1, -1.3, -6, /, 12, 10, /
#43 CCOC(=O)c1oc2ccccc2c1NC(=O)c1ccc(S(=O)(=O)N(C)C)cc1
 : 87, -4, -5, 2, -11, 99, 1, -22, 82
#44 Cc1ccc(CSc2ncnc3c2cnn3Cc2ccccc2)cc1
 : 112, -3, 1, 0.32, 1, 91, 3, 21, 97
#45 COC(=O)C1=C(C)N=c2s/c(=C/c3cccs3)c(=O)n2C1c1cccs1 (configuration not stated)
 : 102, -5, 7, -0.25, -12, 95, 2, -6, 74
#46 CCCc1nc2ccccc2c(C(=O)OC2CCOC2=O)c1CC (configuration not stated)
 : 95, -8, 8, 1.6, 12, 102, 16, 9, 96
#47 CC(=O)c1cccc(NC(=O)CCS(=O)(=O)c2cccc3nsnc23)c1
 : 106, 1, -2, 2.5*, 4, 93, 33*, -5, 97
#48 CCSc1nnc(-c2cccc(S(=O)(=O)N(C)C)c2)n1-c1cc(OC)ccc1OC
 : 97, -4, -7, 0.14, 3, 98, 5, 16, 93
#49 Cn1c(=O)c2c(nc(N3CCOCC3)n2CCCNC2=NCCCCC2)n(C)c1=O
 : 99, 0, -3, -0.5, 10, 96, 5, -10, 97
#50 COc1cccc(C2CC(c3ccccc3C)n3nc(N)nc3N2)c1 (configuration not stated)
 : 89, /, 5, 0.057, 6, 87, 4, /, 103
#51 CCc1ccc2oc(=O)cc(CN3CCOCC3)c2c1
 : 105, -4, 1, 0.48, 0, 88, 28, -15, 82
#52 CNc1oc(-c2ccccc2Cl)nc1C#N
 : 80, -8, 1, -0.39, 13, 98, -1, 17, 89
#53 O=C(O)CSC12CC3CC(C1)CC(C(=O)O)(C3)C2
 : 97, /, /, -0.38, /, 107, /, /, 97
#54 COc1cc(-c2nc(-c3ccc4c(c3)-c3ccccc3S4(=O)=O)c(-c3ccccc3)[nH]2)cc(OC)c1OC
 : 65, -10, -5, 1.2, -7, 99, -2, 40, 61
#55 COC(=O)c1cnn(C(=O)c2cc(OC)ccc2Br)c1N
 : 95, -6, -6, -0.98, 0, 107, 10, 23, 100
#56 O=C(CN1CCCC1)Nc1ccc(NC(=O)Nc2ccccc2Cl)cc1
 : /, 0, -8, 1.7, 1, /, 0, -8, /
#57 O=C(Nc1ccc(Cl)cc1)NC1CCCc2ccccc21 (configuration not stated)
 : /, -6, -10, -0.18, -13, /, 13, 0, /
#58 c1coc(CNc2c3c(nc4ccccc24)CCC3)c1
 : 102, -5, 0, 0.38, 32, 95, 3, 30, 59
#59 COC(=O)C1=C(C)NC(=O)CC1c1ccc(F)c(Br)c1 (configuration not stated)
 : 96, -1, -3, -0.4, -7, 97, 13, 2, 95
#60 CCC1(CC)Cc2ccccc2-c2nc(NCCO)[nH]c(=O)c21
 : 86, -7, /, -2.7*, /, 92, /, -16, 74

Ordered by formula weight (high to low): part of the list above.
Order of results: HUVEC inhibit, S1P2 agonist, PostGolgi yeast, DAT uptake mod, Ecoli WT expand, Fibroblast inh, PostGolgi ctrl, S1P2 blocker, H69AR growth 86K
#59 COC(=O)C1=C(C)NC(=O)CC1c1ccc(F)c(Br)c1 (configuration not stated)
 : 96, -1, -3, -0.4, -7, 97, 13, 2, 95
#50 COc1cccc(C2CC(c3ccccc3C)n3nc(N)nc3N2)c1 (configuration not stated)
 : 89, /, 5, 0.057, 6, 87, 4, /, 103
#58 c1coc(CNc2c3c(nc4ccccc24)CCC3)c1
 : 102, -5, 0, 0.38, 32, 95, 3, 30, 59

The listing picks up, repeating the 2 entries before the break.
Order of results: HUVEC inhibit, S1P2 agonist, PostGolgi yeast, DAT uptake mod, Ecoli WT expand, Fibroblast inh, PostGolgi ctrl, S1P2 blocker, H69AR growth 86K
#59 COC(=O)C1=C(C)NC(=O)CC1c1ccc(F)c(Br)c1 (configuration not stated)
 : 96, -1, -3, -0.4, -7, 97, 13, 2, 95
#60 CCC1(CC)Cc2ccccc2-c2nc(NCCO)[nH]c(=O)c21
 : 86, -7, /, -2.7*, /, 92, /, -16, 74
#61 Cc1ccc(C)c(Cn2nnc3c(=O)[nH]c(C4CCCN(C(=O)C5CCCCC5)C4)nc32)c1 (configuration not stated)
 : 73, -1, -1, 4*, -6, 96, 8, -18, 75
#62 CC(=O)Nc1ccc(OC(=O)c2cccs2)cc1
 : /, -2, -16, -0.3, 0, /, 6, 13, /
#63 N#Cc1c(N2CCCC(O)C2)nc(N)c2c(N)nc3c(c12)CC(=O)N3C12CC3CC(CC(C3)C1)C2 (configuration not stated)
 : 16*, -7, -5, 0.36, 0, 65, -6, -5, 3.3*
#64 Cc1cc(NC(=O)CSc2nnc(COc3ccccc3)n2Cc2ccco2)no1
 : 99, -7, -6, -1.2, -2, 97, 2, 11, 92

Random draw from the library; about 11% have a hit in one of these screens.
